# From PubChem
# BH1578 lux ind = quorum light induction in luxS cqsA deficient V. cholerae; V. cholerae BH1578 lux reporter, luminescence, 6 h; AID 588436; activation, % at 18.7 µM; 350,000 compounds, 0.16% hits; in the data active means activation mostly above about 9.7%, no sharp cut-off; further: not every result past the cut was called active; inactives centre near 0; reference of the scale not given here
# PfHsp40 yeast = compounds rescuing yeast from Plasmodium falciparum HSP40 toxicity. S. cerevisiae expressing PfHsp40, growth rescue, ATP luminescence. growth rescue, % at 12.5 µM. 340,000 compounds, 0.68% hits. AID 504582; in the data active means growth rescue above about 28%, passing the limit was not always enough;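 further: yeast W303a lacking pdr1 and pdr3 grown in galactose medium; growth measured after three days at 30 °C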
# FadD28 FP inh = M. tuberculosis FadD28 bisubstrate binding inhibition. FadD28 bisubstrate probe binding, fluorescence polarization. inhibition, % at 12.5 µM. 360,000 compounds, 0.22% hits; in the data active means inhibition above about 8.5%, passing the limit was not always enough
# Mtb UGM inh = inhibitors of M. tuberculosis UDP-galactopyranose mutase; purified UGM, fluorescence polarization probe displacement; inhibition, % at 10 µM; 320,000 compounds, 0.06% hits; in the data active means inhibition above about 10%, passing the limit was not always enough
# Mtb FBA inh = inhibits M. tuberculosis FBA enzyme. P9WQA3. purified M. tuberculosis FBA, fluorescence read-out. inhibition, % at 1 µM. 360,000 compounds, 2.3% hits. AID 588726; in the data active means inhibition above about 27%;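 further: 0% = vehicle and 100% = reference inhibitor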
# GDH-TPI inh = counter-screen for M. tuberculosis FBA inhibitors: GDH-TPI coupled enzymes; 360,000 compounds, 1.2% hits; inhibition, % at 4.8 µM; GDH-TPI coupled enzyme counterscreen, NADH absorbance; in the data active means inhibition above about 30%;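 further: 0% = DMSO wells and 100% = wells lacking the enzyme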
# TcdB inh = TcdB glycohydrolase inhibition; P18177; TcdB glycohydrolase enzymatic assay, plate reader; inhibition, % at 9.99 µM; 350,000 compounds, 0.24% hits; AID 652162; in the data active means inhibition above about 10%
# BioA inh = BioA (M. tuberculosis) enzyme inhibition; purified M. tuberculosis BioA enzyme, plate reader; inhibition, % at 9.99 µM; 360,000 compounds, 0.096% hits; AID 602481; in the data active means inhibition above about 40%
# Y pestis TopoI = inhibitors of Yersinia pestis topoisomerase I. Y. pestis Topo-I cleavage product accumulation, plate reader. activity, % at 10 µM. 360,000 compounds, 0.064% hits. AID 504884; in the data active means activity above about 50%, passing the limit was not always enough; further: inactives centre near 2
# An asterisk follows results filed as active; i = inactive; nt = not tested or not shown.
# Short forms – A = BH1578 lux ind; B = PfHsp40 yeast; C = FadD28 FP inh; D = Mtb UGM inh; E = Mtb FBA inh; F = GDH-TPI inh; G = TcdB inh; H = BioA inh; I = Y pestis TopoI
> COc1ccc2[nH]c3c(c2c1)CCN1C(=O)C(CC(=O)NCC24CC5CC(CC(C5)C2)C4)C[C@H](C(=O)N(C(C)C)C(C)C)[C@@]31C (some centres not stated)
  A: -0.4	B: -1.0	C: 0.2	D: nt	E: 0	F: 4	G: 1.2	H: -1.0	I: 47

> CCCCNC(=O)c1sc(=S)n2c1[nH]c(=O)c1ccccc12
  A: -2.9	B: 6.4	C: 24*	D: 2.2	E: -16	F: 4	G: nt	H: 3.1	I: -11

> CCN(C(=O)COc1cc(=O)n(CC)c2ccccc12)c1cccc(Cl)c1
  A: -1.3	B: -0.8	C: -4.5	D: -1.3	E: -1	F: 5	G: nt	H: 3.8	I: 31

> C=CCC1NCCc2c(Br)cccc21 (configuration not stated)
  A: -0.4	B: -0.3	C: -3.3	D: -1.7	E: -1	F: 1	G: 0.5	H: -2.5	I: -7

> Cc1nn(-c2nc(-c3ccco3)cc(C(F)(F)F)n2)c(C)c1Br
  A: 2.9	B: 0.4	C: -1.8	D: 2.0	E: -1	F: -1	G: nt	H: nt	I: -5

> Cc1ccc(CNC(=O)c2ccc(CNc3c(N4CCCC4)c(=O)c3=O)cc2)cc1
  A: -0.2	B: 0.5	C: -4.1	D: 0.8	E: -2	F: 3	G: 1.7	H: 0.5	I: 4

> COc1cc(C(=O)COC(=O)Cc2cnc3sccn23)cc(OC)c1OC
  A: -0.2	B: 0.3	C: -4.1	D: 0.7	E: 0	F: -17	G: 0.5	H: -0.7	I: -11

> CCC(C)NC(=O)C1CCC(CNS(=O)(=O)c2ccccc2)CC1 (configuration not stated)
  A: -0.8	B: -1.4	C: nt	D: 1.8	E: 1	F: 7	G: 0.7	H: -0.3	I: 0

> COc1ccc(/C(C)=N/NC(=O)CNC(=O)c2cccnc2)cc1
  A: -0.9	B: -0.7	C: -0.7	D: 3.8	E: -3	F: -4	G: 0.3	H: 2.8	I: -5

> Cc1cc(C)c2c(CC(=O)N(CCC#N)Cc3cccnc3)coc2c1
  A: 3.8	B: 0.8	C: -5.1	D: 0.5	E: 1	F: 1	G: nt	H: 1.9	I: 7

> O=C(CC1SC(=O)N(Cc2ccccc2)C1=O)Nc1nccs1 (configuration not stated)
  A: -0.2	B: -0.7	C: -0.5	D: 1.1	E: 2	F: -9	G: -8.1	H: -0.7	I: 1

> CC(C)OCCCNC(=O)[C@H]1N2C(=O)c3ccccc3C2SC1(C)C (some centres not stated)
  A: -0.9	B: 0.6	C: 0.3	D: -2.2	E: 3	F: 11	G: 0.4	H: -1.5	I: 15

> O=C(NNC(=S)Nc1ccccc1Cl)c1ccccc1Br
  A: 0.6	B: 2.1	C: 4.0	D: 3.3	E: 7	F: -6	G: -0.5	H: 0.9	I: -7

> CC(=O)NNc1cc(C)nc(NS(=O)(=O)c2ccc(C)cc2)n1
  A: i	B: -1.2	C: -0.2	D: 1.4	E: 4	F: 1	G: 0.0	H: -0.5	I: 9

> C/C(=N\O)c1ccc2c(c1)CC(C)O2 (configuration not stated)
  A: -0.2	B: -0.7	C: -2.9	D: 0.9	E: -1	F: -6	G: -0.7	H: nt	I: -2

# Reformatted with two lines to a compound: part of the list above.
# The line under a structure holds: BH1578 lux ind, PfHsp40 yeast, FadD28 FP inh, Mtb UGM inh, Mtb FBA inh, GDH-TPI inh, TcdB inh, BioA inh, Y pestis TopoI
C=CCC1NCCc2c(Br)cccc21 (configuration not stated)
→ -0.4, -0.3, -3.3, -1.7, -1, 1, 0.5, -2.5, -7
Cc1nn(-c2nc(-c3ccco3)cc(C(F)(F)F)n2)c(C)c1Br
→ 2.9, 0.4, -1.8, 2.0, -1, -1, nt, nt, -5
Cc1ccc(CNC(=O)c2ccc(CNc3c(N4CCCC4)c(=O)c3=O)cc2)cc1
→ -0.2, 0.5, -4.1, 0.8, -2, 3, 1.7, 0.5, 4
COc1cc(C(=O)COC(=O)Cc2cnc3sccn23)cc(OC)c1OC
→ -0.2, 0.3, -4.1, 0.7, 0, -17, 0.5, -0.7, -11
CCC(C)NC(=O)C1CCC(CNS(=O)(=O)c2ccccc2)CC1 (configuration not stated)
→ -0.8, -1.4, nt, 1.8, 1, 7, 0.7, -0.3, 0
COc1ccc(/C(C)=N/NC(=O)CNC(=O)c2cccnc2)cc1
→ -0.9, -0.7, -0.7, 3.8, -3, -4, 0.3, 2.8, -5
Cc1cc(C)c2c(CC(=O)N(CCC#N)Cc3cccnc3)coc2c1
→ 3.8, 0.8, -5.1, 0.5, 1, 1, nt, 1.9, 7
O=C(CC1SC(=O)N(Cc2ccccc2)C1=O)Nc1nccs1 (configuration not stated)
→ -0.2, -0.7, -0.5, 1.1, 2, -9, -8.1, -0.7, 1
CC(C)OCCCNC(=O)[C@H]1N2C(=O)c3ccccc3C2SC1(C)C (some centres not stated)
→ -0.9, 0.6, 0.3, -2.2, 3, 11, 0.4, -1.5, 15
O=C(NNC(=S)Nc1ccccc1Cl)c1ccccc1Br
→ 0.6, 2.1, 4.0, 3.3, 7, -6, -0.5, 0.9, -7
CC(=O)NNc1cc(C)nc(NS(=O)(=O)c2ccc(C)cc2)n1
→ i, -1.2, -0.2, 1.4, 4, 1, 0.0, -0.5, 9
C/C(=N\O)c1ccc2c(c1)CC(C)O2 (configuration not stated)
→ -0.2, -0.7, -2.9, 0.9, -1, -6, -0.7, nt, -2

# (more compounds)
# Short forms – A = BH1578 lux ind; B = PfHsp40 yeast; C = FadD28 FP inh; D = Mtb UGM inh; E = Mtb FBA inh; F = GDH-TPI inh; G = TcdB inh; H = BioA inh; I = Y pestis TopoI
> O=[N+]([O-])c1cccc(N=NN(CCO)c2cccc([N+](=O)[O-])c2)c1
  A: i	B: -1.1	C: 1.3	D: 6.2	E: -2	F: 20	G: nt	H: 0.1	I: 9

> CCOc1ccc2nc(N3C(=O)C(O)=C(C(=O)c4ccco4)C3c3ccco3)sc2c1 (configuration not stated)
  A: -0.2	B: 0.9	C: -4.9	D: -2.2	E: 0	F: 7	G: 1.0	H: nt	I: 0

> COc1cc(C(=O)NCC(c2ccc(F)cc2)N2CCOCC2)ccc1OCc1ccccc1Cl (configuration not stated)
  A: i	B: -0.1	C: -7.0	D: -0.6	E: 1	F: -3	G: 1.1	H: nt	I: 15

> COCCSc1ccccc1C(=O)N1CCN(c2ccccc2)CC1
  A: -0.2	B: -1.5	C: -0.4	D: 0.3	E: 5	F: -5	G: 0.2	H: 0.9	I: 1

> O=C(COC(=O)c1cccc(S(=O)(=O)N2CCCCC2)c1)NCc1cccc(Cl)c1
  A: i	B: nt	C: -1.7	D: nt	E: 26	F: 7	G: 0.5	H: 0.3	I: 3

> CCC(C)c1ccccc1NC(=O)COC(=O)c1ccc(C)c(NC(=O)c2ccco2)c1 (configuration not stated)
  A: -5.9	B: 0.1	C: -5.3	D: -0.4	E: 0	F: -10	G: nt	H: -1.3	I: 20

> O=C(c1ccccc1)N1N=C(c2ccccc2)CC1c1ccccc1[N+](=O)[O-] (configuration not stated)
  A: i	B: 0.5	C: -4.5	D: -1.6	E: -3	F: -9	G: nt	H: nt	I: 0

> CCn1c(COc2cccc(C)c2)nnc1SCC(=O)NC1CCCC1
  A: -0.3	B: 0.0	C: -2.4	D: 1.1	E: -1	F: 0	G: 1.3	H: 1.5	I: -2

> C[C@H]1CC[C@]2(O[C@@H](CCO)C[C@H](O)[C@H]2O)O1
  A: i	B: -2.0	C: -1.3	D: -1.4	E: -1	F: 11	G: 0.7	H: 0.0	I: -4

> COc1ccc(N2CC(C(=O)OC(C)C(=O)c3ccccc3)CC2=O)cc1 (configuration not stated)
  A: -0.4	B: -2.6	C: -0.6	D: -1.9	E: 1	F: 6	G: 0.3	H: -1.5	I: 14

> Cn1c(=O)c2c(ncn2CC(=O)N/N=C/C=C/c2ccccc2)n(C)c1=O
  A: -0.7	B: -2.5	C: -4.0	D: -2.6	E: -1	F: 12	G: nt	H: -0.7	I: 7

> Cc1onc(-c2ccccc2)c1C(=O)NC(=S)NNC(=O)c1ccncc1
  A: -0.5	B: 2.5	C: 0.0	D: -1.2	E: 4	F: 13	G: 0.9	H: 0.7	I: -4

> CC(C)N(c1ccccc1)c1ccc(NC(=O)[C@@H]2O[C@H](CO)[C@H](O)[C@H](O)[C@H]2O)cc1
  A: 0.7	B: nt	C: -2.7	D: nt	E: 2	F: -5	G: -0.1	H: -1.2	I: -7

> CCc1ccccc1OCC(=O)NNCC(=O)Nc1cccc(C#N)c1
  A: i	B: -2.2	C: -3.6	D: -1.1	E: -2	F: -5	G: 0.1	H: -0.1	I: -8

> COc1ccc(CCNC(=O)COC(=O)Cc2ccccc2[N+](=O)[O-])cc1
  A: 0.6	B: -0.2	C: nt	D: -4.2	E: -3	F: 5	G: 0.8	H: -1.2	I: 8

> O=C(c1ccccc1)c1ccc2nc[nH]c2c1
  A: 1.4	B: -0.3	C: -1.1	D: -0.9	E: 3	F: 14	G: 0.1	H: nt	I: 0

> COCC(C)NS(=O)(=O)c1ccc(NC(=O)c2ccccn2)cc1 (configuration not stated)
  A: -0.4	B: -0.8	C: -1.5	D: 3.7	E: 2	F: 10	G: 2.0	H: -0.7	I: 1

> O=C(COC(=O)c1ccc(F)c(S(=O)(=O)N2CCCCC2)c1)NCc1ccc(F)cc1
  A: -0.2	B: 3.2	C: -5.0	D: -2.3	E: 1	F: 3	G: 0.5	H: -0.3	I: 40

> Cc1ccc(CNC(=O)N2CCN(S(=O)(=O)c3ccccc3)CC2)cc1
  A: i	B: -0.2	C: -1.7	D: -3.5	E: 2	F: 1	G: 1.1	H: -1.7	I: 3

> COc1ccc(CNC(=S)NC2CCCCC2)cc1
  A: -0.5	B: -1.0	C: -1.6	D: -0.4	E: -1	F: -3	G: -1.4	H: 3.3	I: 8

> COc1ccc(-c2nnc(SCC#CCO)o2)cc1OC
  A: 1.8	B: 0.9	C: -1.7	D: -1.5	E: 5	F: -7	G: nt	H: nt	I: 0

> COC(=O)c1sccc1NC(=S)Nc1cccc(F)c1
  A: -0.9	B: -0.1	C: -1.9	D: 0.1	E: -1	F: 20	G: 2.1	H: nt	I: 2

> CC(=O)c1cn(Cc2ccc(C#N)cc2)c2ccccc12
  A: 1.1	B: -1.7	C: 0.3	D: -1.5	E: 4	F: -2	G: 1.0	H: 0.6	I: -5

> O=C1CCC(=O)N1c1ccc(NCCc2cccc(F)c2)c([N+](=O)[O-])c1
  A: -0.4	B: 2.2	C: -2.7	D: 0.9	E: -2	F: -2	G: 0.9	H: -0.4	I: -5

> CC1=NC(C)Cc2ccccc21 (configuration not stated)
  A: i	B: -0.1	C: -5.0	D: -0.1	E: 1	F: 6	G: nt	H: -0.3	I: -2

> O=C(CCn1c(=S)[nH]c2cc3c(cc2c1=O)OCO3)NCc1ccc(Cl)cc1
  A: -0.3	B: 0.6	C: 0.5	D: 2.8	E: 3	F: 21	G: 2.9	H: -1.7	I: 11

> C=C(C)C(=O)Nc1cccc(C2=NOC3(C2)C[C@@H](C(N)=O)N(C(=O)/C=C/CC)C3)c1 (some centres not stated)
  A: i	B: -0.4	C: 0.7	D: -1.2	E: -1	F: 0	G: -2.7	H: 0.8	I: 1

> COC(=O)Nc1ncc(CN2CCC(c3ccccc3)CC2)s1
  A: -1.4	B: -1.7	C: 0.0	D: 0.1	E: -5	F: -7	G: nt	H: nt	I: -4

> O=C(CSc1nnc(-c2ccccc2F)o1)N1CCNC1=O
  A: i	B: 18	C: -1.9	D: -2.5	E: 2	F: 1	G: 0.6	H: -0.4	I: 3

> CC(C)C(=O)Nc1ccc(Cl)cc1-c1nc2ccccc2[nH]c1=O
  A: i	B: -1.1	C: -4.2	D: -2.4	E: 1	F: 16	G: 0.7	H: -0.6	I: 4

> Cc1cc(NC(=O)C(=O)c2cn(C)c3ccccc23)no1
  A: -0.5	B: 17	C: 0.8	D: -0.1	E: -3	F: 10	G: 0.9	H: nt	I: 7

> Cc1ccc(NC(=O)COC(=O)C2=NN(c3ccccc3)C(=O)CC2)c(Br)c1
  A: -2.5	B: -0.3	C: -1.0	D: -1.3	E: 0	F: 6	G: -1.6	H: nt	I: 13

> Cc1c(C(=O)Nc2c(C)n(C)n(-c3ccccc3)c2=O)oc2ccc(Cl)cc12
  A: -2.5	B: 2.2	C: -0.9	D: -0.5	E: 1	F: 9	G: -0.3	H: 2.5	I: 22
